Screening data (PubChem BioAssay)
AmpC inh det: AmpC beta-lactamase inhibition, detergent assay | 71,000 compounds, 0.09% hits | purified AmpC, nitrocefin hydrolysis with detergent | AID 584 | Potency, µM (doses to about 28.7 µM), without a hit: at the top dose activity change, negative = inhibition; active = well fitted curve in the direction sought with a large enough effect
Target sequence (P00811 whole entry, looked up): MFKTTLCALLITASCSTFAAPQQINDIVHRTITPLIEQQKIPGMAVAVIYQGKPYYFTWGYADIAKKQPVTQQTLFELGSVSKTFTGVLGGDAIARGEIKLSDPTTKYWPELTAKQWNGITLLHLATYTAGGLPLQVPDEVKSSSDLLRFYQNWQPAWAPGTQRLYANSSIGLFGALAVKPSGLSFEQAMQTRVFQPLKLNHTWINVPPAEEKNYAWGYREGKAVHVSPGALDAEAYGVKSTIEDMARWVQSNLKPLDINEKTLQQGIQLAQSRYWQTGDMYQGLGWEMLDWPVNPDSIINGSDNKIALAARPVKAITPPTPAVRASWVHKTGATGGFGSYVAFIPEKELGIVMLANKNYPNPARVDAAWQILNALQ
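E. coli AmpC (5.3 nM) in 20 mM phosphate pH 7.0 with 0.01% Triton X-100, preincubated 15 min RT with compound; nitrocefin (2 uL of 800 uM stock) hydrolysis followed by 480 nm absorbance every 20 s over 4 min.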
Starred values were filed as active, the others as inactive; & = joins results of further samples; [ ] = dose if it differs, or a comment. % is scaled to controls: 0 for no effect and ±100 for the full control effect; potency is read from the fitted curve at half-maximal effect. This is a subset; the hit share may differ from the screen's.

SMILES | AmpC inh det
O=C(Nc1ccc(Cl)c(C(F)(F)F)c1)c1ccco1 | -4%
CC(C)(C)c1ccc(S(=O)(=O)/C=C\C#N)cc1 | -6%&-1%
COc1cc(OC)cc(OCC(O)Cn2ccnc2)c1 (stereo unspecified) | -1%
Cc1ccsc1C(=O)OCC(=O)N1CC(=O)Nc2ccccc21 | -3%
O=C(Cn1nnc(-c2ccccc2-n2cnnn2)n1)N1CCCCC1 | 13%
O=C(CN1CCc2ccccc2C1)N1CCN(S(=O)(=O)c2ccccc2)CC1 | -9%
Cc1csc(NC(=O)NC2(C(F)(F)F)Oc3ccccc3O2)n1 | -4%
C=C(C)CNCCN | -3%[5.75 µM]
Cc1cc(NS(=O)(=O)c2ccc(NC(=O)COc3ccccc3C(C)C)cc2)no1 | 6%
CCOC(=O)C1=C(C)N=C2SC(C)C(=O)N2C1c1ccc(OCC)c(OCC)c1 (stereo unspecified) | 4%
O=C1CC2CS(=O)(=O)CC2N1c1ccc(Oc2ccccc2)cc1 (stereo unspecified) | -2%
O=S(=O)(c1ccccc1)c1nc(-c2ccco2)oc1NCc1cccnc1 | -1%
Cc1ccc(-n2c(SCC(N)=O)nnc2-c2cccnc2)c(C)c1 | -2%
COc1cccc(-n2c(Cc3cc(=O)[nH]c(=O)[nH]3)nnc2SCC(=O)N2CCCCC2)c1 | 12%
CC(C)(C)OC(=O)N1CCC(c2c(C(=O)O)cnn2-c2ccc(Cl)cc2)CC1 | -4%
CCCSc1nnc(-c2ccccc2N)c(=O)[nH]1 | 4%
O=C(O)C1C2C=CC(C2)C1C(=O)NCCc1cccc(Cl)c1 (stereo unspecified) | 3%
Cc1ccc(C)c(N(CC(=O)NCc2ccco2)C(=O)CCC(=O)Nc2ccccn2)c1 | 17%
Oc1cc(Cl)cc(Cl)c1Cl | 8%
CCOc1ccc(-c2nnc(-c3ccncc3)o2)cc1 | 11%
COc1ccc2[nH]c(=O)c(CN(Cc3nnnn3Cc3ccc(F)cc3)CC3CCCO3)cc2c1 (stereo unspecified) | -1%
Cc1ccc(NC(=O)C2CC(=O)NC(Nc3cccc(C)c3)=N2)cc1 (stereo unspecified) | -4%
CCN1CCN(S(=O)(=O)c2ccc(S(=O)(=O)NCC3CCCO3)cc2)CC1 (stereo unspecified) | -5%
CCOc1ccc(C(=O)C2CCN(C(=O)c3ccccc3C(=O)O)CC2)cc1 | 1%

A few values from above.
Under AmpC inh det, `COc1ccc2[nH]c(=O)c(CN(Cc3nnnn3Cc3ccc(F)cc3)CC3CCCO3)cc2c1` (stereo unspecified) is entered as -1%
Under AmpC inh det, `Oc1cc(Cl)cc(Cl)c1Cl` is entered as 8%
Under AmpC inh det, `CCOc1ccc(-c2nnc(-c3ccncc3)o2)cc1` is entered as 11%
Under AmpC inh det, `Cc1ccc(NC(=O)C2CC(=O)NC(Nc3cccc(C)c3)=N2)cc1` (stereo unspecified) is entered as -4%
Under AmpC inh det, `CCOc1ccc(C(=O)C2CCN(C(=O)c3ccccc3C(=O)O)CC2)cc1` is entered as 1%
Under AmpC inh det, `O=C(O)C1C2C=CC(C2)C1C(=O)NCCc1cccc(Cl)c1` (stereo unspecified) is entered as 3%

Three consecutive records already listed, quoted:
SMILES | AmpC inh det
O=C(O)C1C2C=CC(C2)C1C(=O)NCCc1cccc(Cl)c1 (stereo unspecified) | 3%
Cc1ccc(C)c(N(CC(=O)NCc2ccco2)C(=O)CCC(=O)Nc2ccccn2)c1 | 17%
Oc1cc(Cl)cc(Cl)c1Cl | 8%

The list goes on:
SMILES | AmpC inh det
O=S(=O)(Nc1ccc(-c2cn3ccsc3n2)cc1)c1ccc2c(c1)OCCO2 | -2%
O=C(NCc1cccc(Cl)c1)c1cccnc1 | -4%
COc1ccc(CCN2C(=O)c3[nH]nc(-c4ccccc4O)c3C2c2ccccc2)cc1OC (stereo unspecified) | -4%
CCC(=O)Nc1cccc(NC(=O)CN2CCN(c3ccccc3OC)CC2)c1 | 1%
NC(=O)NC(CC(=O)OCC(=O)NC(=O)NCc1ccco1)c1ccc(Cl)cc1 (stereo unspecified) | -4%
S=C(Nc1ccccn1)c1ccccn1 | 5%
COc1ccc2cc(CN(C(=O)Nc3ccccc3)C3CCCC3)c(=O)[nH]c2c1 | 1%
CCOc1[nH]c(/N=C/c2ccco2)c(C#N)c1C#N | -6%
Cc1cc(C(=O)CN2C(=O)NC(C)(c3cccc(Br)c3)C2=O)c(C)n1Cc1ccco1 (stereo unspecified) | -3%
COC(=O)c1ccccc1NC(=O)Cn1c(=O)oc2ccc(Cl)cc21 | -5%
Cc1ccc(-n2ncc3c(=O)n(CC#N)cnc32)cc1C | 12%
Cc1sc(NC(=O)CSc2nnc(COc3ccc(Cl)cc3)n2C)c(C#N)c1C | 12%
O=C(Nc1ccc(O)c(C(=O)O)c1)c1ccc2c(c1)C(=O)N(CC1CCCO1)C2=O (stereo unspecified) | -4%
CCOC(=O)c1nnn(-c2nonc2N)c1CN1CCCCCC1 | -1%
O=C(O)C1=C(C(=O)N2CCN(C(=O)c3ccco3)CC2)CCCC1 | 3%
CCN(CCCNC(=O)Cn1cc2c(n1)CCCC2)c1cccc(C)c1 | 8%
Cc1cc(C)nc(Nc2nc(C)c3cc4c(cc3n2)OCO4)n1 | -3%
c1ccc(-n2nc3c(ccc4cnnc43)[nH]2)cc1 | 11%
COc1ccccc1NC(=O)Oc1ccc(NC(=O)c2ccco2)cc1 | -10%
CCOc1ccccc1C1NC(=O)NC(C)=C1C(=O)OC1CCCC1C (stereo unspecified) | 7%
COc1ccc(NC(=O)c2ccco2)cc1NC(=O)c1cc2ccccc2o1 | -3%
COc1ccc(N(CC(=O)N2CCN(Cc3ccc4c(c3)OCO4)CC2)S(C)(=O)=O)cc1OC | 0%
CCn1nnnc1SCC(=O)NCc1cccs1 | 18%
CCOC(=O)c1ccc(NC(=O)N2CCc3ccccc32)cc1 | -2%
CCOC(=O)c1cnc2nc(C)[nH]n2c1=O | 19%
COCCn1nnnc1C(c1ccc(OC)cc1)N1CCC(C)CC1 (stereo unspecified) | 6%
O=C1NCC2=C1C(c1ccccc1)Nc1ccccc1N2 (stereo unspecified) | 5%
CC(=O)Nc1ccc(S(=O)(=O)N2CCN(c3ccc(C)c(Cl)c3)CC2)cc1 | 10%
CC(=O)c1ccc(NC2CC(O)C(O)CO2)cc1 (stereo unspecified) | -4%
CN(CCO)c1ncnc2nc[nH]c12 | 10%
c1ccc2scnc2c1 | 4%
COCCn1c(=O)cnc2cnc(N3CCOCC3)nc21 | 2%
CC(C(=O)N1c2ccccc2Sc2ccccc21)n1nnc(-c2cccs2)n1 (stereo unspecified) | -7%
CCOc1ccc(C(=O)Nc2cc(OC)ccc2OC)cc1 | 8%
CC(C)CCn1c(N)c(C(=O)OCC2CCCO2)c2nc3ccccc3nc21 (stereo unspecified) | -6%
COc1ccc(N2CC(C(=O)NC3CC(C)(C)NC(C)(C)C3)CC2=O)cc1 (stereo unspecified) | 13%
c1ccc(CNC2=NCCC2)nc1 | 0%
CN(c1ccccc1)c1nc(N2CCCC2)nc(-n2ccnc2)n1 | 2%
CCOc1cc2[nH]c(=S)n(CC3CCCO3)c(=O)c2cc1OCC (stereo unspecified) | 0%
Cn1nnc2cc(C(=O)N3CCN(c4ccccc4)CC3)ccc21 | -3%
Cn1c(Cn2c(=O)sc3ccccc32)nnc1SCC(=O)NC1CCCCC1 | 13%
CC(Oc1ccc(Cl)cc1Cl)c1nc(-c2ccc(NC(=O)c3cccnc3)cc2)no1 (stereo unspecified) | 4%
O=C(NCc1cccnc1)C(C(=O)c1ccc(F)cc1)n1ccccc1=O (stereo unspecified) | 11%
C=CCn1c(=O)[nH]c2cc(C(=O)N3CCN(c4cccc(Cl)c4)CC3)ccc2c1=O | -4%
CNCCc1c(C)n[nH]c1C | -2%
CNS(=O)(=O)c1cccc(C(=O)OCC(=O)c2cc(C)n(-c3ccc4c(c3)OCO4)c2C)c1 | -2%
Cc1ccc2[nH]c(=O)c(CN(CCO)Cc3nnnn3CCc3ccccc3)cc2c1 | -3%
CN1CCCC(C(=O)C(C#N)c2ccccc2)C1 (stereo unspecified) | 13%
CCS(=O)(=O)N1CCC(NC(C)=O)(c2ccccc2)CC1 | 5%
O=C(OC1CCOC1=O)c1ccc2ccccc2n1 (stereo unspecified) | 8%
O=S(=O)(c1ccc(Cl)cc1)N1CCN(C2CCCCCC2)CC1 | 4%
COc1cccc(OC(=O)CSc2nnc(-c3ccccc3Br)o2)c1 | 8%
Cc1cccc(NC(=O)c2oc3ccc(S(=O)(=O)N4CCOCC4)cc3c2C)c1C | -6%
Cc1nonc1NC(=O)N1CCCC1 | -4%
COc1ccc(OC)c(C(c2nnnn2CCC(C)C)N2CCN(C(=O)c3ccco3)CC2)c1 (stereo unspecified) | -2%
O=C(CSc1nnc(C23CC4CC(CC(C4)C2)C3)o1)Nc1ccc(N2CCOCC2)c(Cl)c1 | 0%

Further results
SMILES | AmpC inh det
COc1ccc2oc(C(=O)C3CC3)c(N)c2c1 | -3%
COc1ccccc1-c1cncnc1-n1ccnc1 | 10%
Cc1cc(N2C(=O)C3C4c5ccccc5C(c5ccccc54)C3C2=O)no1 (stereo unspecified) | -3%
O=C(O)COc1ccc2c(-c3ccccc3)cc(=O)oc2c1 | 19%
CC(=O)c1ccc2c3c(ccc(O)c13)CC2 | -1%
CCOC(=O)CC1=CC(=O)Nc2ccccc2N1 | -2%
CC(C)COC(=O)n1ccc(C(=O)N2CCCCC2)n1 | -8%
N#Cc1nc(-c2ccco2)oc1N1CCOCC1 | -7%
CC(C)CNc1nc(N)[nH]c(=O)c1NC=O | -4%[5.75 µM]
Cc1cccn2c(=O)c3cc(C(=O)NCC4CCCO4)n(C)c3nc12 (stereo unspecified) | -3%
COc1ccc(N2CCN(C(c3nnnn3CCc3ccccc3)C(C)C)CC2)cc1 (stereo unspecified) | -1%
CCCc1nnc(NC(=O)CCC(=O)N2CCCCCC2)s1 | -1%
O=C(Cn1cc2c(n1)CCCCC2)NC1CCCCCC1 | 3%
FC(F)(F)c1ccc(N2CCOCC2)c(NC2=NCCCCC2)c1 | -1%
CN=C(Nc1cc(C)nn1-c1ccccc1)c1ccc(F)cc1 | -4%
CCCn1c(-c2ccc(F)cc2)nc2c(NCCN(CC)CC)nc(C)nc21 | 11%
CCC(CC)C(=O)Nc1nnc(-c2cccs2)s1 | -2%
CN(C)c1ccc(C(=O)OCC(=O)Nc2ccc(S(N)(=O)=O)cc2)cc1 | -2%
COc1cc(C)nc(N2CCC(C(N)=O)CC2)n1 | -2%
COc1ccc(-c2cc(C(=O)N3CCN(C(c4ccccc4)c4ccccc4)CC3)no2)cc1OC | -3%
C[C@@](Cc1ccccc1)(NC(=O)CN)c1ccccc1 | -3%
CC(=O)Nc1cccc(NC(=O)c2c(-c3c(Cl)cccc3Cl)noc2C)c1 | -2%
CC(=O)c1ccc(OC(C)C)c(CN2CCCCC2)c1 | 6%
CN1CCN(C(=O)C(Cc2ccccc2)NS(=O)(=O)c2ccc3c(c2)CCC(=O)N3)CC1 (stereo unspecified) | 7%

A draw from above in order of SMILES length, high to low.
SMILES | AmpC inh det
CN1CCN(C(=O)C(Cc2ccccc2)NS(=O)(=O)c2ccc3c(c2)CCC(=O)N3)CC1 (stereo unspecified) | 7%
CN(C)c1ccc(C(=O)OCC(=O)Nc2ccc(S(N)(=O)=O)cc2)cc1 | -2%
CC(=O)c1ccc(OC(C)C)c(CN2CCCCC2)c1 | 6%

Further structures follow:
SMILES | AmpC inh det
Cc1c(/C(O)=C2\C(=O)C(=O)N(CCCN(C)C)C2c2ccncc2)cnn1-c1ccccc1 (stereo unspecified) | -4%
CCN(CC)c1ccc(C2CC(=O)Nc3cc(OC)c(OC)cc32)cc1 (stereo unspecified) | 20%
COc1ccc2nc(N3CCCCC3)c(C#N)cc2c1 | 1%
Cc1csc(SCC(=O)Nc2ccc(S(=O)(=O)N3CCCC3)cc2)n1 | -2%
CC(C)(C)C1=Nn2c(nnc2-c2ccccc2F)SC1 | -3%
O=C(N[C@@H](Cc1ccccc1)C(=O)CCl)OCc1ccccc1 | -5%
C=CCn1sc(N)c(C(=O)OCC)c1=S | 1%
COc1cc(C2N(c3ccc(F)cc3)C(=O)C3CCCN32)cc(OC)c1OC (stereo unspecified) | 7%
CCN1CCCC1CNC(=O)COc1cc(=O)n(C)c2ccccc12 (stereo unspecified) | 21%
O=C(COC(=O)CCC1CCCC1)Nc1ccc(Cl)cn1 | 3%
CCc1c(C)nc2ncnn2c1NCCc1ccc(OC)c(OC)c1 | 0%
C[C@@]12CC[C@H]3[C@@H](CC[C@H]4C[C@@H](O)CC[C@]43C)[C@H]1CC[C@@H]2C(=O)C[C@H](O)C(F)(F)F | -1%[5.75 µM]
O=S(=O)(NCC1CCCO1)c1cccc(S(=O)(=O)N2CCCC2)c1 (stereo unspecified) | 12%
COCCNC(=O)C(c1ccc(C)o1)N(C(=O)c1snc(C(N)=O)c1N)c1cc(C)cc(C)c1 (stereo unspecified) | 13%
CCOC(=O)CC(=O)CSc1nc2ccccc2c(=O)n1-c1ccc(C(=O)N2CCOCC2)cc1 | 12%
COC(=O)C1C(=O)c2c([nH]c(C(=O)OCC3CCCO3)c2C)CC1C (stereo unspecified) | 6%
COCC(C)NCc1ccc(C)cc1C (stereo unspecified) | -5%
COC(=O)Cc1c(C)c2ccc(OCC(=O)NCc3ccc4c(c3)OCO4)cc2oc1=O | -6%
COc1cccc(CNC(=O)C2CCN(S(=O)(=O)c3ccccc3)CC2)c1 | -10%
Cc1cc(C)n(-c2ccc(C(=O)OCC(=O)c3c(N)n(C)c(=O)n(C)c3=O)cc2)n1 | 18%
N#Cc1cn(CC(=O)NCCc2c[nH]c3ccccc23)c2ccccc12 | -8%
CCN1CCN(C(=O)c2cc3c(=O)n(C)c4ccccc4c3n2C)CC1 | 9%
CCOc1ccc(-c2nnc(N)o2)cc1 | -2%
COC(=O)CSc1nc2c(c(=O)[nH]c(=O)n2C)n1CCC(C)C | 7%
CCn1c2ccccc2c2nnc(SCc3ccccc3)nc21 | 12%
Cc1cc(C(C)(C)C)cc(S(=O)(=O)NCC(=O)O)c1C | -2%
